# SIRT5 inh – inhibitors of human sirtuin-5 desuccinylase; inhibition, % at 15 µM; actives 1.1% (n = 330,000); Q9NXA8; Purified SirT5, succinyl-peptide AMC, trypsin-coupled fluorescence; in the data active = inhibition above about 15%
# Target sequence (Q9NXA8 whole entry, looked up): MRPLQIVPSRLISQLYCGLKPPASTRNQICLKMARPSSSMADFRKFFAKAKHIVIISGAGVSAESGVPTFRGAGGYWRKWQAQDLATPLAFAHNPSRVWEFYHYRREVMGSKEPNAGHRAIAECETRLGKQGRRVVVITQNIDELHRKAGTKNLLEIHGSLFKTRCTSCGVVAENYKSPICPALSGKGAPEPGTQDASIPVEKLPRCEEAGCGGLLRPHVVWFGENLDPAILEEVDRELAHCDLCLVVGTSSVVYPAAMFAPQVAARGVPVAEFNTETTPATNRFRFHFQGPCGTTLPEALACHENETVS
# ERp5 inh – blocks human ERp5 reductase activity on insulin | Q15084 | ERp5 insulin aggregation, absorbance 650 nm, 90 min | inhibition, % at 9.99 µM | actives 0.05% (n = 350,000);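 active = mean replicate inhibition above about 25%, with every replicate also reaching it, limit read from the data, passing the limit was not always enough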
# Target sequence (Q15084 whole entry, looked up): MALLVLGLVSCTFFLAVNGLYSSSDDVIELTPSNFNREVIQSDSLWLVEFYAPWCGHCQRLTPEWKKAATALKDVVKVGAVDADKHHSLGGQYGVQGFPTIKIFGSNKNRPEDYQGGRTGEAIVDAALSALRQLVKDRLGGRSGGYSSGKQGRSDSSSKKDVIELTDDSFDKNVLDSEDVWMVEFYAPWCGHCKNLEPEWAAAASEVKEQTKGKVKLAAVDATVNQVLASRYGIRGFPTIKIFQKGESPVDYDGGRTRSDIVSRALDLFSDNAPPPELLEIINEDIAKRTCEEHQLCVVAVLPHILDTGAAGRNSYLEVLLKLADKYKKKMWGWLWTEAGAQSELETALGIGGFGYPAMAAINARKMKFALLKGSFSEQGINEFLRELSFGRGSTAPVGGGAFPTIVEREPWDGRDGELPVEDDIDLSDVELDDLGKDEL
# An asterisk follows results filed as active; & = joins results of further samples. Not all compounds are listed; count on the stated rates, not on these rows.
SIRT5 inh,ERp5 inh,SMILES
8.7,-0.8,COc1ccc2c3c([nH]c2c1)[C@@H](CO)N(C(=O)Nc1ccc(F)cc1)CC31CN(S(=O)(=O)c2cccc(C)c2)C1
-0.8,-0.3,COc1ccc2c3c(n(C)c2c1)[C@@H](CO)N(C(=O)Cc1ccccc1)CC31CN(C)C1
-2.8,-2.6,Cc1ccccc1C(=O)N[C@@H](Cc1cccnc1)C(=O)N1CCC[C@H]1C(=O)NC1CCCC1
-3.3,2.4,CC1=N/C(=C\c2ccc([N+](=O)[O-])cc2)C(=O)N1c1ccc(C)c(Cl)c1
5.2,-3.8,CCc1sc(N2[C@@H](C#N)[C@@H](c3ccccc3-c3ccccc3)[C@@H]2CO)nc1C
2.7,4.3,CCOC(=O)[C@]12CCC=C1N(Cc1ccc(Cl)cc1Cl)C(=O)[C@H](CC(=O)NCCC(C)C)C2
21.7*,-0.3,C[N+](C)(C)CCN1CCc2ccccc21
-2.5,-1.0,CC(=O)NCCC(=O)N1CCCC(CNC(=O)c2ccc(-c3ccccc3)cc2)C1 (stereo not drawn)
2.1,1.8,COc1ccc2c3c([nH]c2c1)[C@H](CO)N(C(=O)CN1CCOCC1)CC31CCN(C(=O)NC(C)C)CC1
-2.0,-1.1,O=C(CSc1nnc(-c2ccncc2)o1)NCc1ccc(Cl)cc1
0.8,-3.2,O=S1(=O)CC(N2CCCC2)CN1Cc1cn(Cc2ccc(F)cc2)nn1 (stereo not drawn)
1.7,-2.8,COc1ccccc1/C=C(\NC(=O)c1ccc(OC)c(OC)c1)C(=O)Nc1cc([N+](=O)[O-])ccc1C
1.7,4.1,C/C=C/c1ccc([C@@H]2[C@@H](CO)N3C(=O)CN(Cc4ccc(F)cc4)C[C@H]23)cc1
3.6,0.3,CC(=O)N1CC(=O)N2[C@H](CO)[C@@H](c3ccc(-c4ccc(C)cc4)cc3)[C@H]2C1
17.0*,-1.8,C[C@@H]1CN([C@@H](C)CO)C(=O)c2c(c3ccccc3n2C)-c2ccccc2CO[C@@H]1CN(C)Cc1ccc(-c2ccccc2)cc1
-1.9,5.4,CC(=O)N[C@H]1CC[C@@H](CCNC(=O)C2CCCCC2)O[C@H]1CO
7.7,1.5,COc1ccc2c3c([nH]c2c1)[C@H](CO)N(C(=O)CN(C)C)CC31CN(CC2CC2)C1
19.3*,9.4,C[C@H]1CN([C@@H](C)CO)C(=O)c2ccccc2-c2ccccc2CO[C@@H]1CN(C)Cc1ccc(Cl)c(Cl)c1
-3.9,2.5,CC1=Nc2cc(C(=O)O)ccc2Sc2c(C)ccc(C)c21
-2.6,1.2,CCC(=O)N1CC2(C1)[C@H](c1ccccc1)[C@H](CO)N2S(=O)(=O)Cc1ccccc1
1.2,1.2,CCC(=O)Nc1cc(C)c(OC)c(C)c1
-5.7,2.9,O=C(Cc1cccnc1)N1CC(=O)N2[C@H](C1)[C@@H](c1ccc(C#CC3CC3)cc1)[C@@H]2CO
-0.5,-6.6,CCC(=O)N1C[C@H](C)[C@H](OC)CN(C)C(=O)c2cc(NC(=O)NC3CCCC3)ccc2OC[C@H]1C
-4.4,-5.4,COc1ccc(C(c2c(O)nc[nH]c2=O)c2c(O)nc[nH]c2=O)cc1
-23.7,4.3,COc1ccc(-c2ccc3n(c2=O)C[C@@H]2[C@@H](CO)[C@H](C(=O)NCCN4CCCC4)N(C)[C@H]32)cc1
-2.0,2.8,C=CCN1[C@@H](C)[C@H](c2ccccc2)Oc2cccc(NCC(C)C)c2S1(=O)=O
-1.2,5.4,C#CCNC(=O)C[C@@H]1C[C@@]2(C(=O)OC)CCCCC=C2N(CCc2ccc(OC)c(OC)c2)C1=O
-3.6,1.6,COc1ccccc1NC(=O)c1cnc2c(-c3ccccc3)c(C)nn2c1C
-1.6,0.3,CCN1CCN(CCOc2ccccc2-c2ccccc2)CC1
-5.0,3.0,COc1cc(NC(=O)c2ccccc2F)ccc1NC(=O)c1ccccc1Cl
-1.3,-0.6,COc1ccc(C#Cc2ccc([C@@H]3[C@H](CO)N4C(=O)CN(C(=O)c5cccnc5)C[C@@H]34)cc2)cc1
-2.8,1.5,O=C(C1CCCC1)N1CC2(C1)[C@H](c1ccccc1)[C@@H](CO)N2C(=O)NC1CCCC1
-4.0,-3.4,CC(=O)NCC(O)c1ccc([N+](=O)[O-])cc1 (stereo not drawn)
-11.0,-2.8,O=C(C1CCC1)N1CC[C@@H]2[C@@H](CO)Nc3ccc(C#Cc4ccc(F)cc4)cc3[C@@H]21
-4.3,1.9,COc1ccc(CC(=O)N2CCCC(CNC(=O)c3ccccc3Cl)C2)cc1 (stereo not drawn)
3.2,3.2,COc1ccc(NC(=O)Nc2ccc3c(c2)[C@H]2C[C@@H](CC(=O)NCc4ccc5c(c4)OCO5)O[C@@H](CO)[C@H]2O3)cc1
-1.7,1.2,O=c1c(-c2ccccc2)nc2ccccc2n1C(c1ccccc1)c1nc2ccccc2[nH]1 (stereo not drawn)
5.1,5.2,O=C(O)COc1ccc(NC(=O)c2ccc3c(c2)C(=O)N(CC2CCCO2)C3=O)cc1 (stereo not drawn)
3.2,3.1,COc1ccc(C2CC(=O)C(c3ccc(C(N)=O)cc3)=CN2Cc2ccccc2)cc1 (stereo not drawn)
0.2,-4.1,CCOc1ccc(N(C(=O)c2cnsn2)C(C(=O)NC2CCCCC2)c2ccncc2)cc1 (stereo not drawn)
-7.8,0.4,CC(C)NC(=O)C1(C)CSCC(=O)N1Cc1cccc(C(F)(F)F)c1 (stereo not drawn)
-2.0,-3.6,Cc1ccc(Cc2c(-c3cccc(Br)c3)nc3ccc(C)cn23)cc1
-1.8,4.3,CC(C)(C)C1CCN2CCCC(c3ccc([N+](=O)[O-])cc3)(C1)C21OCCO1 (stereo not drawn)
25.3*,-4.9,COc1cccc(NC(=O)N2CC(=O)N3[C@H](C2)[C@H](c2ccc(C#CCC4CCCC4)cc2)[C@@H]3CO)c1
1.9,1.9,CS(=O)(=O)N1CC(=O)N2[C@H](C1)[C@@H](c1ccc(C#Cc3ccccc3)cc1)[C@@H]2CO
2.5,1.3,CCCC#Cc1ccc([C@@H]2[C@@H](CO)N3C(=O)CN(S(=O)(=O)c4ccccc4C)C[C@H]23)cc1
0.2,1.8,CN(C)CC#Cc1ccc([C@H]2[C@@H](CO)N3C(=O)CN(C(=O)c4ccccc4)C[C@H]23)cc1
0.4,4.6,Cc1ccccc1C(=O)N[C@H](C(=O)N1CCC[C@H]1C(=O)NCCc1ccccc1Cl)C1CCCCC1

# Compounds listed so far with an NH in an aromatic ring, in the order listed:
SIRT5 inh,ERp5 inh,SMILES
8.7,-0.8,COc1ccc2c3c([nH]c2c1)[C@@H](CO)N(C(=O)Nc1ccc(F)cc1)CC31CN(S(=O)(=O)c2cccc(C)c2)C1
2.1,1.8,COc1ccc2c3c([nH]c2c1)[C@H](CO)N(C(=O)CN1CCOCC1)CC31CCN(C(=O)NC(C)C)CC1
7.7,1.5,COc1ccc2c3c([nH]c2c1)[C@H](CO)N(C(=O)CN(C)C)CC31CN(CC2CC2)C1
-4.4,-5.4,COc1ccc(C(c2c(O)nc[nH]c2=O)c2c(O)nc[nH]c2=O)cc1
-1.7,1.2,O=c1c(-c2ccccc2)nc2ccccc2n1C(c1ccccc1)c1nc2ccccc2[nH]1 (stereo not drawn)

# Next structures follow:
SIRT5 inh,ERp5 inh,SMILES
-0.1,7.4,CCCC#Cc1cnc2c(c1)C(=O)N([C@H](C)CO)C[C@H](C)[C@H](CN(C)C(=O)c1ccc3c(c1)OCO3)O2
2.6,-5.3,O=C(c1cnccn1)N1CC(=O)N2[C@H](C1)[C@H](c1ccc(C#CCc3ccccc3)cc1)[C@@H]2CO
0.5,3.8,C/C=C/c1ccc([C@H]2[C@@H](CO)N3C(=O)CN(C(=O)Nc4ccc(OC)cc4)C[C@H]23)cc1
4.4,4.1,COCc1cn(CC(=O)c2sc(NC(=O)C(C)(C)C)nc2C)nn1
4.5,1.8,COC(=O)N1Cc2ccnnc2CC1c1ccccc1-c1ccccc1 (stereo not drawn)
1.0,-2.6,O=C1/C(=C/c2cccnc2)CCC/C1=C\c1cccnc1
-8.1,7.9,CN1C(=O)c2cc(NC(=O)c3cccc(F)c3)ccc2OC[C@H]2O[C@H](CC(=O)NCC3CC3)CC[C@@H]21
-0.9,1.6,CN(C)C(=O)c1ccc(-c2ccc(C3[C@@H]4CN(C(=O)C5CCCCC5)C[C@H]3N4)cc2)cc1 (stereo partly drawn)
-1.9,5.0,CC(C)C1=CC2C3C(C(C(C)C)=CC(=O)[C@@]3(C)O)C1C(=O)C2(C)O (stereo partly drawn)
0.5,0.0,COc1ccc2c3c(n(C)c2c1)[C@@H](CO)N(C)CC31CCN(C(=O)NC(C)C)CC1
5.6,-4.2,O=C(C1CCC1)N1CC(=O)N2[C@H](CO)[C@H](c3ccc(-c4ccccc4F)cc3)[C@H]2C1
-2.8,-4.7,CCCOc1ccc(CN(CCO)CCO)cc1[N+](=O)[O-]
-2.0,-0.3,CCC(=O)N1[C@H](CO)[C@H](c2ccc(C3=CCCC3)cc2)C12CN(C(=O)COC)C2
4.9&8.1,-3.2&-3.5,COc1ccccc1CN1C[C@@H]2N[C@H](C1)C2c1ccc(-c2ccccc2OC)cc1 (stereo partly drawn)
-3.5,5.2,COc1ccccc1NC(=O)N[C@@H]1CC[C@H](CCNS(=O)(=O)c2ccc(C)cc2)O[C@H]1CO
-0.1,-0.1,C[C@H](O)[C@@H]1CN2CCc3ccc(-c4ccc5c(c4)OCO5)cc3[C@@H]2C[C@@H]1N(C)C(=O)NC1CCCCC1
0.6,1.1,Cn1nccc1C(=O)N1CCN(c2ncccn2)CC1
-4.8,4.1,O=C(C1CC1)N1CC2(C1)[C@@H](c1ccccc1)[C@@H](CO)N2Cc1ccc(Cl)cc1
-1.1,0.0,CC(C)(C)C(=O)c1c(N)[nH]c(C(=O)c2ccccc2)c1-c1ccc(F)cc1
-0.2,4.0,CCCOC(=O)c1ccc(NC(=O)c2ccccc2OC)cc1
-3.1,-2.9,Cc1cc(C)c2c(=O)[nH]c(SCC(=O)c3ccc(C)c(C)c3)nc2n1
6.7,-14.1,COc1ccc2c3c([nH]c2c1)[C@@H](CO)N(Cc1ccncc1)CC31CCN(C(=O)c2cccnc2)CC1
-4.0,2.3,CCc1cccc(OCC(=O)Nc2ccccc2N2CCCC2)c1
1.0,-1.6,CCC(c1nnc(SCC(=O)Nc2cc(Cl)ccc2C#N)n1C1CCCCC1)N(C)C (stereo not drawn)
-4.2,0.7,COc1ccccc1C(=O)OCC(=O)NC(=O)NCc1ccccc1
1.2,-4.5,C[C@@H]1CN([C@H](C)CO)C(=O)c2cccc(NC(=O)Nc3cccc4ccccc34)c2O[C@@H]1CN(C)Cc1ccc(C(=O)Nc2ccccc2N)cc1
-1.5,1.4,O=C1NC[C@@H](CCCCN2CCN(CCc3ccccc3)C(=O)C2=O)N(CCc2ccc(O)cc2)C1=O
-2.1,7.6,COC(=O)c1ccc2nc(-c3cccc(Br)c3)c(Cc3ccccc3C(F)(F)F)n2c1
-4.6,1.6,CCC(=O)NC[C@@H]1[C@@H](c2ccc(C3=CCCC3)cc2)[C@@H](CO)N1C(=O)CN(C)C
3.1,1.4,O=C1NC[C@H](CCCCN2C[C@H](Cc3ccccc3)N(CCC3CCCCC3)C(=O)C2=O)N(CCc2ccccc2)C1=O
-2.0,-8.2,COc1cccc(C2=CC(c3ccc(OC)c(OC)c3)NC(=S)N2)c1 (stereo not drawn)
-8.1,-0.6,OCC1(CCc2ccccc2)CCN(Cc2c(F)ccc(F)c2F)CC1
-4.2,-1.3,CC1SC(c2ccc(F)cc2)NC1=O (stereo not drawn)
1.9,-0.9,Nc1nc2c(ncn2[C@@H]2O[C@H](C(=O)N[C@H](Cc3ccccc3)C(=O)NCc3ccccc3)[C@@H](O)[C@H]2O)c(=O)[nH]1
-2.8,2.2,COC(=O)[C@@]12C[C@@H](CC(=O)N3CCN(C(=O)c4ccco4)CC3)C(=O)N(Cc3ccc4c(c3)OCO4)C1=CCC(C)(C)C2
0.4,-6.9,COc1ccc2c3c(n(C)c2c1)[C@H](CO)N(S(=O)(=O)c1ccc(C)cc1)CC31CCN(C(=O)c2ccccn2)CC1
-1.9,-1.4,O=C(Cc1ccccc1)N1CC(=O)N2[C@H](CO)[C@@H](c3ccc(-c4ccc(F)cc4)cc3)[C@H]2C1
6.0,1.6,CCNC(=O)c1cc2c(c(-c3cccc(-c4cc5ccccc5o4)c3)n1)[C@@H](CCO)N(C(=O)NC(C)C)C2
-1.3,2.1,COCC(=O)N1CC2(C1)[C@H](c1ccc(-c3ccc(C)cc3)cc1)[C@@H](CO)N2C(C)=O
1.9,4.4,C/C(=C\c1ccccc1)C(=O)c1c(C)cc(C)[nH]c1=O
-2.3,1.6,ClCc1cc2ccccc2nc1Cl
2.5,0.2,COc1ccccc1CN(C)C[C@H]1OCc2ccccc2-c2c(n(C)c3ccccc23)C(=O)N([C@H](C)CO)C[C@H]1C
4.8,1.8,CS(=O)(=O)N1Cc2cc(C(=O)NCC3CCCCC3)nc(-c3cccc(-c4cccnc4)c3)c2[C@@H]1CCO
-0.2,0.4,Cc1scc(C(=O)NNC(=S)NCc2ccccc2)c1C
-0.4,1.2,CCCCC1Cc2[nH]c(=S)[nH]c(=O)c2C(c2ccc3ccccc3c2)O1 (stereo not drawn)
-2.9,6.3,O=S1(=O)CC(N2CCN(Cc3ccccc3F)CC2)CN1Cc1cn(Cc2cccc(Cl)c2)nn1 (stereo not drawn)
-1.0,6.6,COc1ccc2c3c(n(C)c2c1)[C@@H](CO)N(C(=O)c1ccncc1)CC31CN(C(C)=O)C1
-2.3,-8.1,Cc1ccnc(NS(=O)(=O)c2cc(C(F)(F)F)ccc2Cl)c1
2.8&-2.2,0.6&-3.3,Cc1ccccc1-c1ccc(C2[C@@H]3CN(C(=O)c4ccc(F)cc4)C[C@H]2N3)cc1 (stereo partly drawn)

# Compound activity as filed in PubChem.
